# RBX1-CUL1 inh: human ROC1-CUL1 E3 ligase inhibition; P62877+Q13616; in vitro K48 di-Ub FRET, acceptor:donor ratio, 45 min; inhibition, % at 10 µM; actives 0.6% (n = 140,000); AID 1347404; in the data active means inhibition above about 25%
# Target sequence (P62877 whole entry, looked up): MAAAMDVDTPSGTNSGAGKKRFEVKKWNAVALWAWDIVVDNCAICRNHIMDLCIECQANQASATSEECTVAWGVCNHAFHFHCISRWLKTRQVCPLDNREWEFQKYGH
# Target sequence (Q13616 whole entry, looked up): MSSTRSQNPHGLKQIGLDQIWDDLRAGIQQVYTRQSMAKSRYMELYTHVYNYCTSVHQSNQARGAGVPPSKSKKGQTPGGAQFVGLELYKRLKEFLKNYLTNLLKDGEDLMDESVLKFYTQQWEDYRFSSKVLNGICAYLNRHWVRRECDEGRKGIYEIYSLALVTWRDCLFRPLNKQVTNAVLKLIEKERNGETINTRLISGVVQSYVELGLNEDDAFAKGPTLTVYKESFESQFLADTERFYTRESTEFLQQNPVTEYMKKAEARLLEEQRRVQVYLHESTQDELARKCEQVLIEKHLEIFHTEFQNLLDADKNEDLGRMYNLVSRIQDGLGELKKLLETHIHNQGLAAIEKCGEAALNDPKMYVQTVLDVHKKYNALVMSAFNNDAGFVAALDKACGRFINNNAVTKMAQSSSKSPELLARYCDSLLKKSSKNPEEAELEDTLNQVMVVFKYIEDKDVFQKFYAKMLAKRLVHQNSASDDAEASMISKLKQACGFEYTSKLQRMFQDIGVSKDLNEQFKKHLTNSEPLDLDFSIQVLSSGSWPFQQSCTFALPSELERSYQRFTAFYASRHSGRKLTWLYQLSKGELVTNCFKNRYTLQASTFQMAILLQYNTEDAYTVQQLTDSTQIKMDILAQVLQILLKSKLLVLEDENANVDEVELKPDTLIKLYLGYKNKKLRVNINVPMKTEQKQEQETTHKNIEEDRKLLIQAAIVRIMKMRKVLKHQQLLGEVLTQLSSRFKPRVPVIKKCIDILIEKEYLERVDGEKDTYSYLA
# An asterisk follows results filed as active. A portion of the library; count on the stated rates, not on these rows.
RBX1-CUL1 inh | canonical_smiles
-4.0 | O=C(O)c1ccccc1CSc1ccc(N2CCCCC2)cc1
4.9 | CN(c1ccccc1C(N)=O)S(=O)(=O)c1ccccc1
0.6 | Cc1ccccc1Cn1c(=O)n(CCc2ccccc2)c(=O)c2c(C)c(C)sc21
-9.6 | CC1CCN(S(=O)(=O)c2ccc3c(ccc(=O)n3CC(=O)NCc3ccccc3)c2)CC1
2.3 | Cc1cc(=O)n2[nH]c(SCCC(C)C)nc2n1
2.8 | Cc1sc2ncnc(SCC(=O)NC3CCCC3)c2c1C
-4.7 | CCC(C)NC(=O)CCC(=O)NNc1nc2ccccc2c2nc(C)nn12 (configuration not stated)
2.3 | N=c1n(C(=O)N2CCC(Cc3ccccc3)CC2)c2ccccc2n1C1=NCCN1
-2.7 | Cc1ccc(-n2nnnc2CNC(=O)C(C)C)cc1C
8.6 | CS(=O)(=O)Nc1ccc(C(F)(F)F)cn1
-1.9 | CC(C)c1ccc2c(c1)C(N1CCN(C)CC1)Cc1cc(Br)ccc1S2 (configuration not stated)
-6.9 | Nc1cc(C(=O)NCc2cccnc2Oc2ccc(F)cc2F)ccn1
5.9 | CCOC(=O)c1[nH]c(C)c(CCC(=O)Nc2ccc(C)cc2Cl)c1C
0.3 | CCOC(=O)c1c(-c2ccccc2)csc1NC(=O)c1ccc(OC)cc1
-14.1 | COC(=O)c1c(N)oc2c(-c3ccc(Cl)cc3)c3c(C(=O)OC)c(N)oc3cc12
7.9 | COc1cccc(S(=O)(=O)NCc2ccccn2)c1
2.4 | CC1=NN(c2ccccc2)C(=O)C1C=Nc1c(Cl)cc(Cl)cc1Cl (configuration not stated)
-5.2 | COc1ccc(OC)c(NS(=O)(=O)c2cc3c(cc2Cl)N(C(C)=O)CCO3)c1
-2.9 | COc1ccc(C(=O)c2cn(Cc3ccccc3OC)c3cc4c(cc3c2=O)OCO4)cc1
-2.1 | Cc1ccc(S(=O)(=O)NCc2ccccc2)c(C)c1NS(C)(=O)=O
2.0 | COc1ccc(-c2nnn3c2nc(NCCc2ccc(OC)c(OC)c2)c2ccccc23)cc1
10.0 | C=CCn1c(=O)c2c(nc3n(CC=C)c(C)cn23)n(C)c1=O
-5.2 | CCOc1cc(C=C2C(=O)c3ccccc3C2=O)cc(Cl)c1OCc1ccccc1C#N
-1.0 | COCC1CCCN(C(=O)c2cn(CCc3ccccc3)nn2)C1 (configuration not stated)
4.9 | O=C1CC(CSCc2ccc(Cl)cc2)=NC(=O)N1
44.8* | CN1CC=C2C(C#N)C(=N)C(C#N)(C#N)C(c3ccc(Br)s3)C2C1 (configuration not stated)
1.4 | CCN1C(=O)C([N+](=O)[O-])C(=NCCCN2CCOCC2)c2ccccc21 (configuration not stated)
1.6 | COc1ccc(NC(=O)Cn2cnc3c(nc4n3CCCCC4)c2=O)c(OC)c1
2.8 | Cc1cccc(NC(=O)NC(C)c2ccccc2)c1 (configuration not stated)
-7.3 | COc1ccc(CCNC(=O)Cc2c(C)c3cc(OC)c(OC)cc3oc2=O)cc1
-9.6 | O=C(CSC1=N/C(=C\c2ccco2)C(=O)N1c1ccccc1)c1ccc2c(c1)Cc1ccccc1-2
-4.8 | COC(=O)c1c(-c2ccc(Cl)cc2)noc1N1CCN(c2ccc(F)cc2)CC1
3.5 | CCOc1ccccc1NC(=O)CCNS(=O)(=O)c1ccc2c(c1)CCN2C(=O)C1CC1
-13.7 | CCCn1c2ccccc2c2cnn(CC(=O)N(C)c3ccccc3CC)c(=O)c21
-7.3 | CCOC(=O)c1c(C)oc2cc(Br)c(O)c(CN(C)C)c12
3.5 | COc1cccc(C2C(C(=O)Nc3ccccc3)C(C)=Nc3nc(-c4ccccc4)nn32)c1OC (configuration not stated)
5.3 | COc1ccc(NC(=O)c2nc3nc(C)cc(C(F)F)n3n2)c(C)c1
-3.5 | Cn1c(=O)[nH]c2nccnc2c1=O
2.9 | CCS(=O)(=O)N1CCc2onc(-c3ccc(C(F)(F)F)cc3)c2C1
-0.4 | O=Cc1ccc(C(=O)N2CCCC(C(=O)c3ccc(Cl)cc3)C2)cc1 (configuration not stated)
1.5 | COc1ccccc1CC(=O)NNS(=O)(=O)c1ccc([N+](=O)[O-])cc1
-2.7 | CCN1CCN(CCCNC(=O)CS(=O)(=O)Cc2nc(-c3ccccc3C)oc2C)CC1
-3.5 | O=C(O)c1ccc(-c2nnc(-c3ccccc3)o2)cc1
10.6 | Cc1cccc(C)c1NC(=O)CC(C)C
1.6 | CS/C=C(\c1ccccc1)c1ccncc1
7.1 | COc1cccc(C2C(C(=O)OC(C)C)=C(C)N=c3s/c(=C/c4ccc(C)o4)c(=O)n32)c1 (configuration not stated)
1.9 | Cc1cccc(NC(=O)CN2C(=O)N=C(Cc3cc(C)n(-c4ccc5c(c4)OCO5)c3C)C2=O)c1
4.1 | Cc1ccc(CNc2cc(C(=O)O)ccc2C)s1
10.7 | COc1cccc(N2CC(NC(=O)COc3ccc4ccccc4c3)CC2=O)c1 (configuration not stated)
0.0 | Cc1ccc(C(=O)Nc2cccc(C(O)c3ccccc3)c2)cc1 (configuration not stated)
-9.8 | Cc1nc(N2CCCCCCC2)ncc1C(C)NCc1ccco1 (configuration not stated)
1.2 | O=S(=O)(c1ccccc1)N1CCc2[nH]nc(-c3cccc(F)c3)c2C1
-2.0 | O=C(c1ccc(Cl)cc1)N1CCN(Cc2cccc(F)c2)CC1
-3.3 | Cc1nc(CCNC(=O)Nc2nnc(C(F)(F)F)s2)sc1Cl
-5.9 | COc1ccc(N2CCN(C(=O)c3c(C)oc4ncnc(N5CCCCC5)c34)CC2)cc1
-2.5 | CCOC(=O)c1ccc(NC(=O)CSc2nc3ccccc3s2)cc1

# Later entries:
RBX1-CUL1 inh | canonical_smiles
-2.7 | O=C1N(CC2CC2)CCCC1(O)CNCc1ccccc1-n1ccnc1 (configuration not stated)
4.2 | COc1cc(C2C(C(=O)c3cc4ccccc4o3)C(=O)C(=O)N2c2nnc(SCc3ccc(C)cc3)s2)cc(OC)c1OC (configuration not stated)
-1.1 | CS/C([S-])=C(/c1nc2ccccc2[nH]1)[n+]1ccccc1
5.6 | COC(=O)C1C(C)=NC(SC)=C(C#N)C1c1ccccc1 (configuration not stated)
1.6 | C=CCn1c(SCc2ccccc2C)nnc1-c1cccnc1
-10.4 | Cc1ccc(Nc2nc(C)c3c(n2)CC(c2ccco2)CC3=O)cc1 (configuration not stated)
6.6 | C=CCN1C(=O)C2(OCCCO2)c2cccc(Cl)c21
-2.2 | C(=C/C[n+]1cccc(-c2ccccc2)c1)/C[n+]1cccc(-c2ccccc2)c1
-0.2 | CCOc1ccc(NS(=O)(=O)CC)cc1
-9.5 | COc1ccc(OC)c(NC(=O)c2c(NCc3ccc(C)o3)sc3c2CCC(C)C3)c1 (configuration not stated)
-1.5 | O=C1c2ccccc2NC(c2ccc(OCc3ccccc3Cl)cc2)N1c1ccc(Cl)cc1 (configuration not stated)
-8.8 | COc1cccc(COC(=O)c2ccc(-c3nnn(Cc4cccc(OC)c4)n3)cc2)c1
1.4 | CC(=O)N1CCC(Oc2ccc(Cl)cc2C(=O)N(C)C(C)c2ccon2)CC1 (configuration not stated)
1.0 | CCOc1ccc2nnc(-c3ccc(Br)cc3)n2n1
-9.4 | O=C(NCc1ccccc1Cl)c1ccc(Cn2c(=O)c3cccn3c3cccnc32)cc1
-9.0 | COCCCNc1ncnc2c1nnn2C
4.0 | COc1ccc(C2c3c(ccc4ccccc34)OC(=N)C2C#N)cc1OC (configuration not stated)
-1.2 | Cc1nc(C(=O)N2CCC(C3(Cc4cccc(F)c4)NC(=O)N(CC(C)C)C3=O)CC2)cs1 (configuration not stated)
1.0 | CN1C(=O)NC(=O)C2C1=NC1=C(C(=O)c3ccccc31)C2c1ccc(OC(=O)N2c3ccccc3Sc3ccccc32)cc1 (configuration not stated)
2.1 | CCOC(=O)C1(Cc2ccccc2)CCCN(C(=O)NC(C)C)C1 (configuration not stated)
-7.7 | Cc1ccccc1CNCC1(O)CCCN(Cc2ccc(F)c(F)c2)C1=O (configuration not stated)
3.0 | COc1cc(C2NC(=O)NC(O)(C(F)(F)F)C2C(=O)c2ccccc2)ccc1OCc1ccccc1 (configuration not stated)
2.6 | Cc1cc(-n2c(C)cc(/C=C3\C(=O)NC(=S)N(c4ccc(Cl)cc4Cl)C3=O)c2C)ccc1I
6.1 | O=C1/C(=C/c2ccc(Cl)cc2)SC(=S)N1c1ccc(F)c(Cl)c1

# Structures listed so far with an aryl thioether with sulfur outside any ring:
RBX1-CUL1 inh | canonical_smiles
-4.0 | O=C(O)c1ccccc1CSc1ccc(N2CCCCC2)cc1
2.3 | Cc1cc(=O)n2[nH]c(SCCC(C)C)nc2n1
2.8 | Cc1sc2ncnc(SCC(=O)NC3CCCC3)c2c1C
-2.5 | CCOC(=O)c1ccc(NC(=O)CSc2nc3ccccc3s2)cc1
4.2 | COc1cc(C2C(C(=O)c3cc4ccccc4o3)C(=O)C(=O)N2c2nnc(SCc3ccc(C)cc3)s2)cc(OC)c1OC (configuration not stated)
1.6 | C=CCn1c(SCc2ccccc2C)nnc1-c1cccnc1

# (listing goes on)
RBX1-CUL1 inh | canonical_smiles
13.9 | COc1cc(/C=C2\C(=O)NN(c3ccccc3)C2=O)ccc1OCc1ccccc1
0.8 | CN(C)C1CC(O)COc2ccccc2OCC(O)CC(N(C)C)CC(O)COc2ccccc2OCC(O)C1 (configuration not stated)
2.8 | Cc1ccc(NC(=O)C(C)Oc2ccccc2)c(O)c1 (configuration not stated)
4.6 | CCC1(O)CCCN(C(=O)CN2CCCCC2=O)C1 (configuration not stated)
-5.6 | COC(=O)C(NC(=O)c1ccc(Cl)cc1)(Nc1cc(C)cc(C)n1)C(F)(F)F (configuration not stated)
-0.4 | O=S(=O)(NCc1ccc2c(c1)OCO2)c1ccc(-c2ccccc2)cc1
-4.5 | COc1ccccc1OCCn1cc(C(=O)c2cccs2)c2ccccc21
11.7 | O=C(NNC(=O)c1cc2ccccc2cc1O)Nc1ccccc1
-3.9 | CC(C)c1ccc(N2C(=O)c3ccccc3NC2c2ccc3c(c2)OCO3)cc1 (configuration not stated)
-4.1 | O=C(O)c1cccc2c1-c1ccccc1C2=O
-4.3 | CCc1ccc(S(=O)(=O)c2cn(C)c3cc(N4CCOCC4)c(F)cc3c2=O)cc1
-1.3 | Cc1cccc(C)c1OCCNC(=O)OCc1ccccc1
-3.0 | CCN(CC1CCCN(CCc2cccc(F)c2)C1)C(=O)Cn1cccn1 (configuration not stated)
3.3 | CCCOc1cc(S(=O)(=O)n2cc(C)nc2CC)ccc1Cl
2.7 | CN1C(=O)Cc2cc(S(=O)(=O)CCC(=O)N3CCN(c4ccccc4F)CC3)ccc21
-5.3 | CCCCCOc1ccc(Cn2c(=O)oc3ccccc32)cc1

# The final six records of the part above lead into the next.
RBX1-CUL1 inh | canonical_smiles
-4.3 | CCc1ccc(S(=O)(=O)c2cn(C)c3cc(N4CCOCC4)c(F)cc3c2=O)cc1
-1.3 | Cc1cccc(C)c1OCCNC(=O)OCc1ccccc1
-3.0 | CCN(CC1CCCN(CCc2cccc(F)c2)C1)C(=O)Cn1cccn1 (configuration not stated)
3.3 | CCCOc1cc(S(=O)(=O)n2cc(C)nc2CC)ccc1Cl
2.7 | CN1C(=O)Cc2cc(S(=O)(=O)CCC(=O)N3CCN(c4ccccc4F)CC3)ccc21
-5.3 | CCCCCOc1ccc(Cn2c(=O)oc3ccccc32)cc1
-10.6 | Cc1ccc(S(=O)(=O)c2nc(-c3cccs3)oc2SC(C)C)cc1
0.9 | Cc1ccccc1C(=O)Nc1cccc(F)c1
4.5 | CCOc1ccc(NC(=O)Cc2csc(COc3cccc(C)c3)n2)cc1
0.7 | Nc1nc(SCC(=O)c2ccccc2)nc2sc3c(c12)CCN(Cc1ccccc1)C3
-5.3 | NC(=O)NCc1cn(CC2CCN(CC3CC=CCC3)CC2)nn1 (configuration not stated)
-2.6 | COc1cccc(NC(=O)CSC2=Nc3ccccc3N=C(c3ccc(F)cc3)C2)c1
-0.8 | COCCn1c(CN(C)C2CCOC2)cnc1S(=O)(=O)CC1CCCCC1 (configuration not stated)
4.5 | c1ccc2c(-c3cnnc(N4CCN5CCCC5C4)n3)cccc2c1 (configuration not stated)
-6.7 | CN(Cc1ccccc1)C(=O)CSc1nnc(-c2cccc(Cl)c2)o1
0.6 | CC(C)C(=O)N1CCN(c2c(Cl)cccc2NS(=O)(=O)c2ccccc2)CC1
3.7 | COc1ccc(CNC(=O)CCC2(Cc3ccc(F)c(OC)c3)CCC(=O)N2)c(OC)c1 (configuration not stated)
-7.6 | Cc1ccc(CN2CCC(CN(C)Cc3cnc(N)nc3)CC2)o1
6.0 | COc1ccc(-n2cccc2CO)cc1
3.0 | COC(=O)[C@@H]1CCCN1C(=O)Cc1ccc(N2CCC(NCc3nonc3C)CC2)cc1
-4.3 | COCCCNC(=O)c1ccc2c(c1)N=C(C)c1c(C)ccc(C)c1S2
-2.6 | O=c1c2cc(Br)ccc2ncn1Cc1ccccc1Cl
-2.3 | O=C(NCCN1CCOCC1)c1ccc(N2CCC(N3CCOc4ccc(Cl)cc4C3)CC2)cc1
-13.2 | O=C(NCc1ccccc1Cl)c1ccc2c(c1)N(Cc1ccccc1)CCS2
-17.7 | Cc1ccc(C)c(CN2C(=O)c3ccccc3S(=O)(=O)c3ccc(C(=O)N4CCCC4)cc32)c1
-2.5 | CCCOc1cccc(NC(=O)OC2CCN(C)CC2)c1
4.7 | COc1cc(OC)cc(C(=O)Nc2cccc(-c3cn4ccsc4n3)c2)c1
-62.9 | CCC1CCCCN1CCCNC(=O)c1ccc2c(c1)sc1nc(-c3ccc(F)cc3)cn12 (configuration not stated)
7.7 | O=C(COc1ccc(Br)cc1Br)NCC1CCCO1 (configuration not stated)
0.9 | Cn1ncc(N2CCC(CNC(=O)CCc3ccccc3Cl)C2)cc1=O (configuration not stated)
